AMA1 RON2 block = disrupts binding of P. falciparum AMA1 to RON2. Potency, µM (doses to about 58.2 µM), inactives show top-dose activity change, negative = inhibition, most hits filed as inhibitors. AlphaScreen AMA1-biotinylated RON2 peptide binding. 360,000 compounds, 0.2% hits. AID 720542;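 further: potency means the concentration at half of the fitted maximal effect; 0% = vehicle wells and -100% = peptide control; nearly all actives have a fitted effect of over 45% in size; some results filed as inactive show a strong effect at the top dose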
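AMA1 (3D7) with his tag at 25 nM final met compounds first, then biotinylated RON2 peptide at 25 nM; detection used donor plus acceptor beads, 10 µg/mL apiece, read by AlphaScreen after 30 min at room temperature.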
AmpC inh no detg = AmpC beta-lactamase inhibition without detergent; P00811; AmpC nitrocefin hydrolysis, absorbance 480 nm, 0.0001% Triton; Potency, µM (highest dose often 57.1 µM), for the others: at the highest dose activity change, negative = inhibition, most hits filed as inhibitors; 330,000 compounds, 0.52% hits; AID 485341;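 further: potency means the concentration at half of the fitted maximal effect; plate controls were no compound for no effect and no enzyme for full effect; nearly all actives have a fitted effect of over 20% in size; some results filed as inactive show a strong effect at the top dose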
Target sequence (P00811 whole entry, looked up): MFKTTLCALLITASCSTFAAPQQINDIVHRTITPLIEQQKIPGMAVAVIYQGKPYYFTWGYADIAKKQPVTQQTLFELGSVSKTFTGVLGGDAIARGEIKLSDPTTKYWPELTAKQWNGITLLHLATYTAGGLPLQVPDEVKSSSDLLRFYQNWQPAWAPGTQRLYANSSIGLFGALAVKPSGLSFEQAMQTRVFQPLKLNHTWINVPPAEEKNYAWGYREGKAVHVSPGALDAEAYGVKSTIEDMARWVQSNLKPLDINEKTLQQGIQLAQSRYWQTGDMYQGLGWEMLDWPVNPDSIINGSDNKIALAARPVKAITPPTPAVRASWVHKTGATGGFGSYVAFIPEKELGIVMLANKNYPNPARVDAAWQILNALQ
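20 mM phosphate pH 7.0 + 0.01% (detergent screen) or 0.0001% Triton X-100; 5.3 nM AmpC reagent; cpd preinc 15 min RT; nitrocefin (800 uM stock) to start; A480 q20 s × 4 min; Activity was normalised to no-enzyme and no-compound control wells.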
AmpC inh detg = inhibitors of E. coli AmpC beta-lactamase with detergent | 370,000 compounds, 0.041% hits | Potency, µM (titrated, usually from 114 µM), for inactives: top-dose activity change, negative = inhibition, actives largely listed as inhibitors | AmpC hydrolysis of nitrocefin, absorbance 480 nm, 0.01% Triton;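 further: potency means the concentration at half of the fitted maximal effect; 0% = no-compound wells and -100% = no-enzyme wells; nearly all actives have a fitted effect of over 25% in size; some results filed as inactive show a strong effect at the top dose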
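AmpC (5.3 nM in the dispensed reagent) in 20 mM phosphate pH 7.0 with 0.01% (detergent screen) or 0.0001% Triton X-100 was preincubated with compounds for 15 min at room temperature. Nitrocefin was then added from an 800 uM solution, and hydrolysis was followed at 480 nm.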
Shiga toxin inh = inhibitors of Shiga toxin in Vero cells | Vero cells, Shiga toxin protein synthesis inhibition reporter | inhibition, % at 38.7 µM | 290,000 compounds, 9.2% hits; in the data active means inhibition mostly above about 28%, no sharp cut-off; inactive means mostly below about 43%; further: 0% is about no effect
HCMV antiviral = human cytomegalovirus inhibition; HFF cells, HCMV-luciferase reporter, 72 h; active compounds read low; activity change, negative = inhibition, % at 57.5 µM; 410,000 compounds, 4.5% hits; AID 1259415; in the data active means activity change below about -60%; inconclusive means no clear call, values can overlap the other calls; inactive means above about -39%; further: on the % scale 0 is the no-effect control and ±100 the full control effect
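Two-dose cell screen: HFF monolayers treated with compounds and infected with luciferase-expressing HCMV at 1 PFU/cell, 72 h at 37C, then lysed for luciferase measurement.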
Cycloheximide cs = counter-screen hit for Shiga toxin inhibitors, cycloheximide; cell reporter, cycloheximide protein synthesis inhibition counterscreen; max response, %; 300,000 compounds, 12% hits; in the data active means max response mostly above about 13%, no sharp cut-off; inactive means mostly below about 14%; further: read at 38.3 µM for the half of the compounds with a filed dose; 0% is about no effect
FBPA Giardia inh = Giardia lamblia aldolase inhibition. AID 2451. 290,000 compounds, 0.71% hits. purified Giardia FBPA. A8B2U2. Potency, µM (highest dose often 59.6 µM), without a hit: at the highest dose activity, negative = inhibition, hits mostly inhibitors; further: potency means the concentration at half of the fitted maximal effect; on the % scale 0 is the no-effect control and ±100 the full control effect; nearly all actives have a fitted effect of over 55% in size
Target sequence (A8B2U2 whole entry, looked up): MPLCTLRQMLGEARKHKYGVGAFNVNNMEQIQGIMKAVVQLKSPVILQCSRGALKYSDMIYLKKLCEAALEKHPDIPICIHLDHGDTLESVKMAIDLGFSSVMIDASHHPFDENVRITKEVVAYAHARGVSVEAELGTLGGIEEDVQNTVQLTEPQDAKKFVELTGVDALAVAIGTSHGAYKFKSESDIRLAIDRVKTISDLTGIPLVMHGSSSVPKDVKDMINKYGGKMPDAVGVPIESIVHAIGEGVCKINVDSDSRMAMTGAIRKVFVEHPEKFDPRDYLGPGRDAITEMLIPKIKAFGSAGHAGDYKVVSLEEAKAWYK
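40 nM FBPA preincubated 10 min at RT with compound (up to 57.5 uM final), then substrate plus GAPDH/TPI/NAD/arsenate coupling and diaphorase/resazurin added. Fluorescence read after 20 min at RT, 525/598 nm.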
An asterisk follows results filed as active; i = inactive; ? = inconclusive; . = not tested or not shown; [ ] = remark or other dose. Unless noted, the call rests on the fitted dose curve; in most records, active means well fitted curve in the direction sought with a large enough effect; inconclusive means small, poorly fitted or top-dose-only effect, or another doubt; inactive means no such curve, though single readings can be large; an effect the other way counts as inactive or inconclusive.

No. | compound | Shiga toxin inh | FBPA Giardia inh | AMA1 RON2 block | AmpC inh no detg | Cycloheximide cs | HCMV antiviral | AmpC inh detg
1 | CCc1ccc(C(=O)COC(=O)C2CCN(c3ccc(C(F)(F)F)cn3)CC2)cc1 | . | . | 10% | -19% | . | -2 | ?
2 | Cc1sc2nc(C3CC3)nc(N3CCN(C(=O)c4ccc(Cl)cc4)CC3)c2c1C | -5 | -22% | -15% | 15% | -3 | -21 | -9%
3 | Cc1ccccc1C(=O)Nc1ccc(S(=O)(=O)N2CCCC2)cc1 | 4 | 4% | 30% | -30% | 8 | -5 | ?
4 | O=C(NCc1ccc(F)cc1)NC(=O)c1ccc(Cl)cc1 | -4 | . | 1% | -48% | 13 | -28 | -4%
5 | CNS(=O)(=O)/C=C/c1ccccc1 | 12 | 2% | 7% | -12% | 7 | -72* | -8%
6 | O=c1c2ccccc2[nH]c2ccccc12 | 3 | -7% | 21% | -14% | 0 | 16 | -6%
7 | CCCCOC(=O)CCN1C(=O)/C(=C2\SC(=S)N(CCC(=O)OCCCC)C2=O)SC1=S | 2 | -9% | -9% | -29% | -7 | 29 | -5%
8 | Cc1cc(SCCOc2ccccc2)nc(N)n1 | 80* | -4% | 16% | 1% | 28* | 48 | ?
9 | CCS(=O)(=O)c1ccc2c(c1)N(S(C)(=O)=O)CC(C(=O)NCc1ccccc1OC)O2 (stereo unspecified) | -17 | 5% | 1% | -4% | -2 | 2 | 1%
10 | NC(=O)c1ccccc1OCC(=O)c1ccc(Cl)cc1 | 17 | -6% | 55%[activator] | -22% | 2 | -28 | ?
11 | CN(C)Cc1cc(CCNC(=O)c2ccc(Cl)cc2)ccc1O | 2 | -7% | -1% | -20% | 2 | 64 | ?
12 | O=C(Nc1nc2ccccc2[nH]1)c1cccc(S(=O)(=O)N2CCOCC2)c1 | 42* | -7% | 53%[activator] | -38% | 39* | 0 | ?
13 | COc1ccc(OC)c(CN2CCN(C(=O)CCNC(=O)c3ccc(Br)cc3)CC2)c1 | . | . | -28% | 1% | . | ? | -3%
14 | CC1CC(=O)Nc2ccccc2N1C(=O)Nc1ccc(F)cc1F (stereo unspecified) | -11 | 0% | 0% | -13% | -3 | 2 | -3%
15 | O=C(CN1C(=O)COc2ccccc21)N(Cc1cccnc1)Cc1ccccc1F | -4 | 3% | -2% | -1% | -2 | 65 | 0%
16 | COC(=O)c1c(C)oc(C)c1S(=O)(=O)Nc1ccc(C(C)C)cc1 | -3 | -1% | -8% | 14% | -2 | -5 | -3%
17 | CC1CCCC(NC2CCCCNC2=O)C1 (stereo unspecified) | -9 | 0% | 0% | -11% | -3 | -9 | -18%
18 | Cc1cccc(C2Nc3ccccc3C(=O)N2NC(=O)c2ccc([N+](=O)[O-])cc2)n1 (stereo unspecified) | -6 | -5% | 39%[activator] | -26% | -1 | 17 | ?
19 | COc1cccc(/C=N/n2c(N)nc3ccccc32)c1OC | 37 | -9% | -1% | -28% | 25* | 86 | 0%
20 | Cc1cc(=O)n2nc(N3CCC(C(=O)NC(C)c4ccccc4)CC3)sc2n1 (stereo unspecified) | 9 | -8% | 4% | -2% | -8 | -6 | -12%
21 | O=C(CSc1nc2ccccc2c(=O)n1CCCN1CCOCC1)Nc1ccc(Br)cc1 | . | . | -16% | 199%[activator] | . | 22 | .
22 | CCOc1ccc(NC(=O)C(=O)NCCN2CCN(C(=O)c3ccc(C)cc3)CC2)cc1 | 3 | 0% | 0% | 40% | -6 | ? | -9%
23 | COc1ccccc1OCC(=O)NCc1cccs1 | 37 | 1% | 41%[activator] | -20% | 18 | 67 | 2%
24 | CC(=O)n1nc2nc(C)cc(C)c2c1N | -21 | 2% | 0% | -22% | -4 | . | -11%
25 | COc1ccccc1NC(=O)C(=O)NCCCN1CCCC1=O | . | . | 7% | -3% | . | -4 | -14%
26 | CC(C)C(NC(=O)C1CCCCC1)C(=O)NC1=NCCS1 (stereo unspecified) | -4 | 3% | -6% | -8% | -1 | -8 | ?
27 | Oc1ccc(/C=N/n2c(-c3ccccc3)n[nH]c2=S)cc1Br | -1 | -15% | 97%[activator] | -38% | -5 | -16 | -2%
28 | COc1ccc(C2CC(c3ccccc3)=NN2C(=O)CSc2ncn[nH]2)cc1 (stereo unspecified) | 36 | 5% | 2% | -1% | 17* | 13 | 1%
29 | CCOC(=O)C1=C(COC(=O)[C@@H](NC(=O)c2cccc(C)c2)C(C)C)NC(=O)NC1C (stereo partly specified) | . | . | 16% | -6% | . | 6 | .
30 | Cc1cccc(C)c1OCC(O)CN1CCN(c2ccccn2)CC1 (stereo unspecified) | -2 | -7% | -7% | -4% | -1 | -21 | -3%
31 | N#CCC(=O)Nc1ccc(C(=O)NCc2ccccn2)cc1 | 11 | 2% | 36%[activator] | -21% | -7 | 26 | 3%
32 | COc1ccc(C(=O)Oc2ccc3c(C)cc(=O)oc3c2C(C)=O)cc1 | -16 | 1% | -17% | -4% | -2 | 25 | -7%
33 | COCCN(C(=O)C1CC1)c1nnc(-c2cccc(C)c2)s1 | 29 | -5% | -16% | 86%[activator] | 15* | 24 | -19%
34 | O=C1CN(c2nc(-c3ccccc3)c3ccccc3n2)c2ccccc2N1 | -10 | 1% | 6% | -22% | -3 | 19 | -12%
35 | CCOc1ccc(-c2c(=O)n(OCC)c3ccccc3[n+]2[O-])cc1 | 26 | -7% | 5% | -23% | 24* | -10 | -4%
36 | O=C(Nc1cccc(S(=O)(=O)Nc2ccc(Cl)cc2)c1)c1ccc(Cl)nc1 | 2 | -5% | 6% | -19% | -2 | -95* | -7%
37 | CCOc1ccc(NC(=O)c2cccnc2C(=O)O)cc1 | 18 | ? | 13% | -3% | 18 | 52 | ?
38 | COc1ccc(Br)cc1/C=N/N1CCN(Cc2ccccc2Cl)CC1 | . | -2% | 8.9µM* | -12% | -2 | -26 | ?
39 | Cc1ccc(C(c2nnnn2CCc2ccccc2)N2CCSCC2)cc1 (stereo unspecified) | -1 | -3% | -24% | 5% | 0 | ? | -13%
40 | C=CCn1c(COC)nnc1SCC(=O)c1ccc(F)cc1 | 44* | -5% | -6% | 0% | 16* | 26 | -11%
41 | O=C(CCc1nc2ccccc2c(=O)[nH]1)NNC(=O)COc1ccc(Br)cc1 | . | . | 69%[activator] | -13% | . | . | -11%
42 | O=c1ccnc(Sc2ncccc2[N+](=O)[O-])[nH]1 | -10 | -22% | 8% | -9% | 0 | 8 | ?
43 | CCOC(=O)Cc1cnc(NC(=O)CSc2nc3ncnc(N)c3[nH]2)s1 | -3 | -7% | -2% | -14% | 0 | 58 | 2%
44 | Cc1ccc(Oc2ncccc2/C=N/OCc2ccc(Cl)cc2Cl)cc1 | -13 | 5% | -3% | -19% | -4 | 30 | -14%
45 | COc1ccc(C(=O)Nc2cnn(Cc3ccc(Cl)cc3)c2)cc1OC | -9 | 3% | -11% | -2% | -3 | ? | 0%
46 | CCNC(=S)Nc1nc2c(cc1C(=O)OCC)CCCC2 | 22 | 3% | 54%[activator] | -9% | 6 | 10 | ?
47 | O=S(=O)(NCc1csc(-c2cccs2)n1)c1ccccc1 | 41 | -6% | -2% | -48% | 6.7* | 64 | 7%
48 | O=C(CCc1ccccc1)NNC(=O)C1CCCCC1 | -8 | -15% | 29% | -19% | 2 | 8 | ?
49 | CC(C)Oc1ccc(-c2cc(=O)[nH]c(=O)[nH]2)cc1 | 23 | 2% | 30% | -2% | -1 | -22 | -2%
50 | COC(=O)c1cc(-c2ccccc2)sc1N | 58* | -4% | i | -16% | 26* | 44 | ?
51 | CC(=Nc1ccccc1)C1=C(O)CC(C)(C)CC1=O | 45 | -2% | 12% | -10% | 22* | -39 | 2%
52 | COc1ccc(CCNC(=O)c2coc3ccccc3c2=O)cc1OC | 24 | 4% | 10% | 12% | 27 | 38 | 11%
53 | CCOC(=O)Cc1csc(SCC(=O)Nc2cccc(C#N)c2)n1 | 18 | 1% | -4% | -12% | 11 | 7 | -1%
54 | CCS(=O)(=O)N1CCC(C(=O)Oc2ccc(C(=O)OC)cc2)CC1 | -12 | -8% | 11% | -3% | -2 | -31 | 1%
55 | Cc1nc2ccccc2n1C1CCN(CC(=O)Nc2ccccc2Br)CC1 | -18 | 1% | -15% | 187%[activator] | 1 | ? | 7%
56 | CCOC(=O)C(=O)N1CCC(C(=O)OCC)CC1 | 29 | -3% | -13% | -9% | 28* | 7 | -5%
57 | COc1ccc(C(=O)Nc2ncc3c(n2)-c2ccccc2CC3)cc1 | -7 | -10% | -7% | -9% | 2 | -18 | ?
58 | Cc1ccc(/C=N/n2c(C)cc(C)c(C#N)c2=O)cc1 | 8 | 3% | 31%[activator] | -24% | -4 | -14 | -7%
59 | CC(C)NC(=O)c1ccc(CS(=O)(=O)c2ccc(Br)cc2)o1 | 4 | 10% | -10% | -9% | -3 | 3 | ?
60 | Cc1nc2cc(OCc3cc(C(=O)NC(C)c4cn(C)nc4C)no3)ccc2s1 (stereo unspecified) | 1 | . | -6% | 168%[activator] | 14 | -24 | ?
61 | Cc1ccc(C)c(NC(=O)CCN2CCCC(C)C2)c1 (stereo unspecified) | -12 | 4% | -2% | -7% | -4 | -9 | 4%
62 | O=C1CC(c2cccc(Cl)c2)c2cc3c(cc2N1)CCC3 (stereo unspecified) | -12 | -1% | ? | -28% | -5 | -19 | 1%
63 | COCCC(=O)N1CCC(Oc2ccc(C(=O)N(C)CCCC3CCCC3)cc2)CC1 | 57* | -5% | 11% | 202%[activator] | 26* | ? | -7%

Just AmpC inh detg, for some of the entries so far:
# | smiles | AmpC inh detg
44 | Cc1ccc(Oc2ncccc2/C=N/OCc2ccc(Cl)cc2Cl)cc1 | -14%
60 | Cc1nc2cc(OCc3cc(C(=O)NC(C)c4cn(C)nc4C)no3)ccc2s1 (stereo unspecified) | ?

Whole records, looked up by structure:
Record of O=S(=O)(NCc1csc(-c2cccs2)n1)c1ccccc1 → Shiga toxin inh: 41; FBPA Giardia inh: -6%; AMA1 RON2 block: -2%; AmpC inh no detg: -48%; Cycloheximide cs: 6.7*; HCMV antiviral: 64; AmpC inh detg: 7%
Record of CC(C)NC(=O)c1ccc(CS(=O)(=O)c2ccc(Br)cc2)o1 → Shiga toxin inh: 4; FBPA Giardia inh: 10%; AMA1 RON2 block: -10%; AmpC inh no detg: -9%; Cycloheximide cs: -3; HCMV antiviral: 3; AmpC inh detg: ?
Record of CCOC(=O)Cc1csc(SCC(=O)Nc2cccc(C#N)c2)n1 → Shiga toxin inh: 18; FBPA Giardia inh: 1%; AMA1 RON2 block: -4%; AmpC inh no detg: -12%; Cycloheximide cs: 11; HCMV antiviral: 7; AmpC inh detg: -1%
